Pf gamet viab – inhibitors of late stage P. falciparum gametocyte viability; actives 0.065% (n = 150,000); P. falciparum stage V gametocytes, ATP luminescence, 24 h; inhibition, % at 10.9 µM;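 active = inhibition above the mean plus 3 SD of compounds within the control limits, set per campaign, cut at about 38% in these data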;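 also: 0% = DMSO wells and 100% = medium only without gametocytes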
The depositor's hits bear a star. These rows are one share of the data (hit frequency here may not be typical).

Structure	Pf gamet viab
C[C@H](CO)N1C[C@H](C)[C@@H](CN(C)C(=O)NC2CCCCC2)Oc2c(NS(=O)(=O)c3ccccc3)cccc2C1=O	4.6
Cc1ccc(-n2c(-c3ccc(Cl)cc3)n[nH]c2=S)cc1	-0.5
CC1=C(C(=O)OCc2ccccc2)C(c2ccccc2OS(=O)(=O)c2ccccc2[N+](=O)[O-])NC(=O)N1CCCC(=O)O (stereo unspecified)	-25.1
COc1cccc(C(=O)O[C@H]2[C@H](Cc3ccccc3)NS(=O)(=O)[C@H]3C[C@@H]4C=C[C@]23O4)c1	-17.4
O=C(O)CC(Cc1ccccc1)(C(=O)O)c1ccccc1 (stereo unspecified)	7.2
COc1ccc(CNc2ncc(-c3ccccc3)n2C)c2ccccc12	14.1
CCOC(=O)[C@@H]1[C@H]2COc3ccccc3[C@H]2N2C(=O)N(c3ccc(OC)cc3)C(=O)[C@]12C	3.4
COCCCN(C(=O)c1ccccc1)c1nc(-c2ccc(OC)cc2)cs1	-3.5
COc1cc2c(cc1OC)C(c1cc(Br)ccc1O)N(C(C)=O)CC2 (stereo unspecified)	10.6
C#CCOCCOCCOCCNc1nc(N2CCN(C(=O)Cn3cc(CCCCN)nn3)CC2)nc(N2CCN(C(=O)[C@H]([C@@H](C)CC)n3cc(CCCCN)nn3)CC2)n1	-3.9
CCc1ccc(S(=O)(=O)Nc2ccncc2)cc1	-9.7
CN(C)CCOC1c2ccccc2C=Cc2ccccc21	-10.8
COc1cc(Cl)c(C)cc1NC(=O)Cc1cccs1	12.4
O=C(c1ccc(COc2ccc3c(c2)CCC3)o1)N1CCN(c2ccccc2)CC1	-4.7
COc1ccc(NC(=O)c2ccccc2Oc2ccccc2)c(OC)c1	0.2
c1ccc(OCC2CCNCC2)nc1	-14.9
COc1ccc(CC(=O)Nc2cccc3c2CCCC3)cc1	4.7
COc1ccc(CCNC(=O)CSCc2ccc(Br)cc2)cc1OC	4.6
CC(C)C[C@@H](CN1C(N)=NC[C@@H]1C)NC(=O)CC12CC3CC(CC(C3)C1)C2	14.9
CCN1C(=O)[C@H]2[C@@H](c3ccc(-c4ccc(C(C)=O)cc4)cc3)N[C@@](Cc3ccccc3)(C(=O)OC)[C@H]2C1=O	23.5
COc1ccc(C(=O)OCCCc2cc3ccccc3c(=O)o2)cc1	-40.1
C[C@@H]1CC[C@]2(O[C@H](CCO)C[C@H](O)[C@H]2O)O1	-9.8
Cc1cccc(C(=O)NCCCN(C)CCCNC(=O)c2cccc(C)c2)c1	11.0
O=C1c2ccccc2/C(=C\c2ccc(Br)s2)N1c1ccccc1	-46.2
C[C@H](CO)N1C[C@H](C)[C@@H](CN(C)S(=O)(=O)c2ccc(F)cc2)Oc2c(NC(=O)Nc3ccc(C(F)(F)F)cc3)cccc2C1=O	-7.3
CC1Oc2ccccc2N(Cc2cccc(F)c2)C1=O (stereo unspecified)	-2.7
COCCNC(=O)C(OC(=O)c1ccco1)c1ccccc1Cl (stereo unspecified)	20.2
CC1=C(c2ccccc2)CCC1=O	-17.1
Oc1c(CN2CCCC2)cc(COCc2ccccc2)c2cccnc12	-31.3
Cc1cc(C)c(OCCCn2ccnc2)c(C)c1	-3.3

Additional records:
Structure	Pf gamet viab
COc1ccccc1C(=O)Nc1ccc(Br)c2cccnc12	5.8
Cc1ccc(OCC(=O)Nc2ccncc2)cc1	-11.7
COC(=O)Oc1ccc(/C=N/NC(=O)CN(c2ccccc2Br)S(C)(=O)=O)cc1OC	-14.2
CCOC(=O)CCCCCN1C(=O)c2cccc3cccc(c23)C1=O	-4.0
COc1ccc2c(c1)c(C(C)=O)c(C)n2-c1ccccc1OC	11.1
Cc1cc(NCc2ccccc2)c2ccccc2n1	10.7
COCCn1c(SCC(=O)Nc2ccc(OC)cc2OC)nc2ccccc2c1=O	-9.4
O=C(O)c1ccc(CP(=O)(c2ccccc2)c2ccccc2)cc1	10.0
NS(=O)(=O)c1ccc(CCNC(=O)C2COc3ccccc3O2)cc1 (stereo unspecified)	11.1
Cc1ccc(NC(=O)CNC2CCCCC2)cc1Cl	-9.7
COCCNC(=S)N1CCN(c2nc(-c3cccc(OC)c3)cs2)CC1	5.7
CCCCCCCCCCOC(=O)Cn1c(COc2cccc(C)c2)[n+](C)c2ccccc21	2.2
CCOC(=O)Cc1csc(NC(=O)CCc2ccccc2)n1	1.8
Cc1ccc(C(=O)NCCN2CCOCC2)c(Cl)c1	-12.5
COc1ccc(CCNC(=O)C2CCN(S(=O)(=O)c3ccc(SC)cc3)CC2)cc1	-26.2
C/C(CC(=O)Nc1ccc(N(C)C)cc1)=N\NC(=O)c1ccc(C(C)(C)C)cc1	-15.9
CC1(C(=O)N2CCC(CO)(Cc3cccc(C(F)(F)F)c3)CC2)CC1	16.6
COc1ccccc1N1CCN(C2CC(=O)N(c3ccc(Cl)cc3)C2=O)CC1 (stereo unspecified)	-1.9
NC(=O)CCn1c(C(=O)c2cccc([N+](=O)[O-])c2)c2ccccc2[n+]1[O-]	20.6
CC(=O)Nc1ccc(Oc2ccc3c(c2)C(=O)NC3=O)cc1	10.6
c1cncc(-c2ccc3ncnc(NCc4cccs4)c3c2)c1	-9.9
O=C(N/N=C/c1ccc(O)c([N+](=O)[O-])c1)C(O)(c1ccccc1)c1ccccc1	-16.7
CC1=NN(c2ccccc2)C(=O)/C1=C/c1ccc(-c2ccc(C)c(C(=O)O)c2)o1	0.3
Cc1noc(C)c1NC(=O)Nc1ccc2c(c1)CC(=O)N([C@@H](C)CO)C[C@@H](C)[C@@H](CN(C)C(=O)Nc1cccc3ccccc13)O2	3.0
O=C(c1cccc(Cl)c1)N1CCCc2ccccc21	16.5
Cc1ccccc1NC(=O)c1cccc(NC(=O)c2c(C(=O)O)cccc2[N+](=O)[O-])c1	-17.5
CC(=O)OCC1OC(OCc2cn(C[C@H]3CC[C@H](Cn4cc(COC5OC(COC(C)=O)C(OC(C)=O)C(OC(C)=O)C5OC(C)=O)nn4)O3)nn2)C(OC(C)=O)C(OC(C)=O)C1OC(C)=O (stereo partly specified)	15.3
Cn1c2ccccc2c(=O)c2cc(C#CC3=CCCCC3)ccc21	-15.6
Cc1ccc(C(=O)Cn2c(=N)n(CCN3CCOCC3)c3ccccc32)cc1	21.2
Cc1cccc(CNc2ncnc3ccc(-c4ccc5c(c4)OCO5)cc23)c1	6.3

Next results.
Structure	Pf gamet viab
CCOc1ccc(N(Cc2cc3cc(C)ccc3[nH]c2=O)C(=O)COC)cc1	-8.8
CC(C)CC(=O)OC(C)(C)[C@@H]1Cc2c(ccc3ccc(=O)oc23)O1	-1.5
Oc1cc(NCc2ccc(F)cc2)cc2cccnc12	-6.8
Cc1ccc(NC(=O)C2(c3ccccc3)CCCC2)nc1	11.2
COc1ccc(NC(=O)Nc2cc(C)ccn2)cc1	-2.2
COc1cc(OC)c(C(=O)NC23CC4CC(CC(C4)C2)C3)cc1OC	-43.9
CCOC(=O)C(C)OC(=O)C1=C(C)NC(=O)NC1c1ccc2c(c1)OCO2 (stereo unspecified)	-4.9
O=CNCCc1nc2ccccc2n1CCc1ccccc1	-23.5
Cc1ccc(CN2C(=O)C(CC(C)C)Nc3ncnc(N4CCN(c5ccccc5)CC4)c32)cc1 (stereo unspecified)	15.2
CC(CCc1ccc(O)cc1)NCCC(c1ccccc1)c1ccccc1 (stereo unspecified)	10.0
COc1ccc(S(=O)(=O)N2CCN(c3ccccc3OC)CC2)cc1	7.6
CCc1ccccc1Nc1nc2ccccc2[nH]1	7.2
C(CCCN1CCCCC1)CCN1CCCCC1	-2.9
CC(=O)N1CCN(c2ccc(NC(=O)c3ccc(F)cc3)cc2)CC1	15.6
Fc1ccccc1-c1cc2ncccc2cn1	11.4
O=C(O)CN1CCN(C(c2ccccc2)c2ccccc2)CC1	-7.1
C[C@@H]1CN([C@@H](C)CO)C(=O)c2cccc(NC(=O)C3CCCCC3)c2O[C@@H]1CN(C)C(=O)NC1CCCCC1	12.4
CCN(CC)CCN1C(=O)C(=O)/C(=C(/O)c2ccc(OCC(C)C)cc2)C1c1ccncc1 (stereo unspecified)	-15.3
C/C(=C\C(=O)c1ccc(Br)cc1)Nc1cccc(Cl)c1	2.6
COc1cc2sc(-c3ccccc3OC)c(-c3ccc(O)cc3)c2cc1OC	-39.9
COc1ccc(NC(=O)c2ccc(CN3CCc4ccccc4C3)cc2)cc1OC	-6.2
Nc1ccn(CC(=O)NCc2ccccc2)c(=O)n1	17.1
O=S(=O)(c1ccccc1)[C@@]1(c2ccccc2)C[C@@H]2ON=C(c3cccc(-c4ccccc4)c3)[C@@H]2C1	-39.9
CC(C)(C)OC(=O)C[C@H]1C/C=C\C[C@H](CC(=O)N(CCO)Cc2ccccc2)C(=O)N2CCC[C@H]2COC1=O	23.9
CC1(CCBr)C(=O)N(c2ccccc2)c2ccccc21 (stereo unspecified)	5.4
NNC(=O)/C(=C\c1ccco1)NC(=O)c1ccco1	-12.5
COc1cc(CNC(=O)c2cnccn2)cc(OC)c1	8.1
O=C(CCCCCl)Nc1c2c(nc3ccccc13)CCC2	7.7
COc1cc(C(=O)Oc2ccc(C(=S)N3CCOCC3)cc2)cc(OC)c1OC	2.2
CCc1nnc(NS(=O)(=O)c2ccc(NC(=O)C(c3ccccc3)c3ccccc3)cc2)s1	2.7

Other records
Structure	Pf gamet viab
Cc1ccc(C(=O)NNC(=S)NC(=O)c2ccccc2)cc1	-6.7
O=Cc1coc2ccc3ccccc3c2c1=O	26.0
COc1cc(/C=N/NC(=O)c2cc(-c3ccccc3Cl)nc3ccccc23)cc(OC)c1O	9.0
CC1CCC(CN2CCN=C2Nc2ccccc2)CC1 (stereo unspecified)	5.4
CN1C(=O)C(=O)/C(=C(/O)c2ccccc2)C1c1ccc([N+](=O)[O-])cc1 (stereo unspecified)	-3.6
CCC(=O)c1cn(CC(=O)Nc2cccc(C)c2)c2ccccc12	-8.2
O=C(CN1CCc2ccccc2C1)Nc1ccc(F)cc1	12.1
COc1cc(C)c(C(C)C)cc1S(=O)(=O)NC1CC(C)(C)NC(C)(C)C1	2.1
O=C1CCC/C=C\C[C@@H](CC(=O)N(CCO)Cc2ccccc2)C(=O)N2CCC[C@H]2CO1	-8.6
COc1cccc(C(=S)N2CCCC2)c1OC	-0.5
CC1(NC(=O)CC(c2ccccc2)(c2ccccc2)c2ccccc2)CCN(Cc2ccc(-c3ccccc3)cc2)C1=O (stereo unspecified)	2.9
COC(=O)c1ccc(S(=O)(=O)N2CCc3ccccc3C2)cc1	9.7
COc1ccccc1C(=O)N/N=C(\C)c1cccnc1	-18.9
Cc1ccc(NC(=S)Nc2ccc(-c3nnc4n3CCCCC4)cc2)cc1C	17.2
CCCC(=O)Nc1cc(-c2nc3ncccc3o2)ccc1Cl	-5.9
O=C1C[C@@H]2c3c(cccc3CN1Cc1ccccc1Cl)C[C@@H](O)[C@H]2O	13.8
COc1ccccc1C1NC(=O)NC(C)=C1C(=O)OC1CCCC(C)C1 (stereo unspecified)	0.5
CC(=O)Nc1cc(C(F)(F)F)ccc1OCCOc1ccccc1	7.5
CC(C)CCNC(=O)c1onc(CSc2nc3ccccc3[nH]2)c1C(=O)NCCC(C)C	-42.2
CC(=O)N(C)c1ccc(NC(=O)CCN2C(=O)c3ccccc3C2=O)cc1	8.3
CC1(C)Cc2ccccc2C(=NC(Cc2c[nH]c3ccccc23)C(=O)O)N1 (stereo unspecified)	14.8
Cc1ccc(S(=O)(=O)N2CCCC(C)C2)cc1 (stereo unspecified)	18.5
COC(=O)N[C@@H]1C[C@H]2[C@@H]3CC[C@H]4C[C@@H](OC)CC[C@]4(C)[C@H]3CC[C@]12C	14.1
COc1ccc([C@H]2CC(=O)C=C(c3ccc(F)cc3OCc3ccccc3)C2)cc1	6.6
O=C(O)c1ccccc1Nc1cc(Cl)c2nonc2c1[N+](=O)[O-]	19.5
COc1ccc(-c2nc3ccccn3c2NC2CCCCC2)cc1SC1CCCCC1	-5.7
O=C(NCCCCc1ccccc1)c1ccccc1F	-15.0
COc1ccc(-c2nc(CN3CCC(C(=O)NC4CCCc5ccccc54)CC3)c(C)o2)cc1OC (stereo unspecified)	-8.2
Brc1ccccc1OCCN1CCCC1	-8.0
COc1cc(CNC2CCCCCCC2)cc(Cl)c1OC	0.3

Next compounds
Structure	Pf gamet viab
CCOC(=O)[C@H]1[C@H]2COc3ccccc3[C@@H]2N2C(=O)c3cc(OC)c(OC)cc3NC(=O)[C@@]12C	-40.1
COc1ccc(NC(=O)c2cc(CC(C)C)nc3ccccc23)cc1	3.9
C[C@H](CO)N1C[C@H](C)[C@@H](CN(C)S(=O)(=O)c2cn(C)cn2)Oc2ccc(NC(=O)Cc3ccccc3)cc2C1=O	12.4
CS(=O)(=O)c1ccc(S(=O)(=O)N2CCC(CO)(CCCc3ccccc3)CC2)cc1	11.5
O=[N+]([O-])c1cccc(OCCN2CCC(Cc3ccccc3)CC2)c1	-14.7
CC(C)c1nc2c(s1)CCc1onc(-c3cccc([N+](=O)[O-])c3)c1-2	-14.8
OCC[C@@H]1C[C@@H](O)[C@H](O)[C@@]2(OCCc3ccccc32)O1	-2.1
COc1cc(C#Cc2c(-c3cncn3C)n(C)c3ccc(-c4cnc(OC)nc4)cc23)cc(OC)c1	-4.5

Exported with each value named: four of the compounds above
molecule: CCOC(=O)[C@H]1[C@H]2COc3ccccc3[C@@H]2N2C(=O)c3cc(OC)c(OC)cc3NC(=O)[C@@]12C
  Pf gamet viab: -40.1
molecule: COc1ccc(NC(=O)c2cc(CC(C)C)nc3ccccc23)cc1
  Pf gamet viab: 3.9
molecule: C[C@H](CO)N1C[C@H](C)[C@@H](CN(C)S(=O)(=O)c2cn(C)cn2)Oc2ccc(NC(=O)Cc3ccccc3)cc2C1=O
  Pf gamet viab: 12.4
molecule: CS(=O)(=O)c1ccc(S(=O)(=O)N2CCC(CO)(CCCc3ccccc3)CC2)cc1
  Pf gamet viab: 11.5
